FBPA Giardia inh – qHTS Assay for Inhibitors of Fructose-1,6-bisphosphate Aldolase from Giardia Lamblia. A8B2U2. purified Giardia FBPA. Potency, µM (titrated, usually from 59.6 µM), inactives show at the top dose activity, negative = inhibition, most hits filed as inhibitors. actives 0.71% (n = 290,000); also: potency is read from the fitted curve at half-maximal effect; nearly all actives have a fitted effect of over 55% in size
Target sequence (A8B2U2 whole entry, looked up): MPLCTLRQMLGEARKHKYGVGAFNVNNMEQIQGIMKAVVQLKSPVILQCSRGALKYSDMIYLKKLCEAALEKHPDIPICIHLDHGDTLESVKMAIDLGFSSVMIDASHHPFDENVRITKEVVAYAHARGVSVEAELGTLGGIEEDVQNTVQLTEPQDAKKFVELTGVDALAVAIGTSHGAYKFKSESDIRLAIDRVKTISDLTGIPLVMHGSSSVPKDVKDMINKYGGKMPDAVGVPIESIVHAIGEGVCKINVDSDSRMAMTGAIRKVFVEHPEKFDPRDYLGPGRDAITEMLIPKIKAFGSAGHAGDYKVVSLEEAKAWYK
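Giardia FBPA (40 nM reagent) was preincubated 10 min at RT with compound (up to 57.5 uM final), then substrate plus GAPDH/TPI/NAD/arsenate coupling system with diaphorase/resazurin was added; resorufin fluorescence (525/598 nm) was read after 20 min.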
AMA1 RON2 block – qHTS for Inhibitors of AMA1-RON; Towards Development of Antimalarial Drug Lead: Primary Screen; Plasmodium falciparum AMA1 (3D7) - RON2 peptide interaction; Potency, µM (top dose mostly 58.2 µM), for inactives: at the top dose activity change, negative = inhibition, actives largely listed as inhibitors; actives 0.2% (n = 360,000); AlphaScreen AMA1-biotinylated RON2 peptide binding;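 also: potency is read from the fitted curve at half-maximal effect; 0% = vehicle wells and -100% = peptide control; nearly all actives have a fitted effect of over 45% in size; some results filed as inactive show a strong effect at the top dose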
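AMA1 (3D7) with his tag at 25 nM final met compounds first, then biotinylated RON2 peptide at 25 nM; detection used donor plus acceptor beads, 10 µg/mL apiece, read by AlphaScreen after 30 min at room temperature.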
AmpC no deterg – qHTS Inhibitors of AmpC Beta-Lactamase (assay without detergent); Potency, µM (top dose mostly 57.1 µM), for the others: at the top dose activity change, negative = inhibition, actives largely listed as inhibitors; P00811; AID 485341, 2010; actives 0.52% (n = 330,000); AmpC nitrocefin hydrolysis, absorbance 480 nm, 0.0001% Triton;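 also: potency is read from the fitted curve at half-maximal effect; plate controls were no compound for no effect and no enzyme for full effect; nearly all actives have a fitted effect of over 20% in size; some results filed as inactive show a strong effect at the top dose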
Target sequence (P00811 whole entry, looked up): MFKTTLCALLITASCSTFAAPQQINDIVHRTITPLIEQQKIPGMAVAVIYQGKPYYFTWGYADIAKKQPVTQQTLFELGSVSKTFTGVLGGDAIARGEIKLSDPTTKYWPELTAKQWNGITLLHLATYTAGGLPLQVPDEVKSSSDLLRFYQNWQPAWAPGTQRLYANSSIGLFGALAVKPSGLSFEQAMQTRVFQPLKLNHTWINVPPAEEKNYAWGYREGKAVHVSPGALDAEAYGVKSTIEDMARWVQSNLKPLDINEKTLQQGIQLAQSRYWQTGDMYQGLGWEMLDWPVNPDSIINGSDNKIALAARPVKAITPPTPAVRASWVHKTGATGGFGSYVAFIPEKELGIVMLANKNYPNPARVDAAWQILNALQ
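20 mM phosphate pH 7.0 + 0.01% (detergent screen) or 0.0001% Triton X-100; 5.3 nM AmpC reagent; cpd preinc 15 min RT; nitrocefin (800 uM stock) to start; A480 q20 s × 4 min; Activity was normalised to no-enzyme and no-compound control wells.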
Sm TGR inh – qHTS Assay for the Inhibitors of Schistosoma Mansoni Peroxiredoxins; AID 485364, 2010; actives 3% (n = 360,000); Potency, µM (top dose mostly 114 µM), for the others: at the highest dose activity change, negative = inhibition, hits mostly inhibitors; purified TGR, DTNB reduction, TNB absorbance 405 nm; Schistosoma mansoni thioredoxin glutathione reductase (TGR), Q962Y6; also: potency is read from the fitted curve at half-maximal effect; nearly all actives have a fitted effect of over 60% in size
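Kinetic colorimetric format: TGR-catalysed, NADPH-driven DTNB reduction monitored via TNB absorbance. Enzyme dispensed at 20 nM; compound exposure 15 min at room temperature before reaction start.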
AmpC inh detg – qHTS Inhibitors of AmpC Beta-Lactamase (assay with detergent) | AID 485294, 2010 | AmpC hydrolysis of nitrocefin, absorbance 480 nm, 0.01% Triton | Potency, µM (highest dose often 114 µM), inactives show at the top dose activity change, negative = inhibition, most hits filed as inhibitors | actives 0.041% (n = 370,000);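 also: potency is read from the fitted curve at half-maximal effect; 0% = no-compound wells and -100% = no-enzyme wells; nearly all actives have a fitted effect of over 25% in size; some results filed as inactive show a strong effect at the top dose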
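20 mM phosphate pH 7.0 + 0.01% (detergent screen) or 0.0001% Triton X-100; 5.3 nM AmpC reagent; cpd preinc 15 min RT; nitrocefin (800 uM stock) to start; A480 q20 s × 4 min; Activity was normalised to no-enzyme and no-compound control wells.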
HCMV antiviral – qHTS Assay for inhibitors of the human cytomegalovirus (HCMV). actives 4.5% (n = 410,000). HFF cells, HCMV-luciferase reporter, 72 h; active compounds read low. activity change, negative = inhibition, % at 57.5 µM. AID 1259415, 2018; in the data active = activity change below about -60%; inconclusive = no clear call, values can overlap the other calls; inactive = above about -39%
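Cell-based, HFFs, 1000 cells/well, 16 h 37C; cpds in DMSO + HCMV-luc, MOI 1 PFU/cell; 72 h 37C; OneGlo luminescence after 5 min RT; norm. to buffer vs Salinomycin 10uM.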
An asterisk follows results filed as active; u = inconclusive; x = no result given; [ ] = another dose, or the depositor's remark. Unless noted, calls follow the shape of the dose curve; as a rule, active = well fitted curve in the direction sought with a large enough effect; inconclusive = small, poorly fitted or top-dose-only effect, or another doubt; inactive = no such curve, though single readings can be large; an effect the other way counts as inactive or inconclusive. Unless noted, % is scaled to controls: 0 for no effect and ±100 for the full control effect.

no. | canonical_smiles | FBPA Giardia inh | AMA1 RON2 block | AmpC no deterg | Sm TGR inh | AmpC inh detg | HCMV antiviral
1 | O=C(NNC(=O)C1CCN(c2ncccn2)CC1)c1ccc(Cl)cc1 | 3% | 55%[activator] | -6% | 14% | 2% | 4
2 | Cc1ccccc1-n1nc2c(c1NC(=O)CCCl)CSC2 | 0% | -1% | -15% | 18µM* | -6% | -12
3 | Cc1ccc(-n2ncc3c2CC(C)(C)CC3NC(=O)C2CCOCC2)cc1 (stereo unspecified) | x | 16% | 58% | u | 3% | 1
4 | COc1ccc2c(CNCc3ccco3)c(C(=O)O)n(Cc3ccccc3)c2c1 | x | x | x | -11% | -8% | 10
5 | Cc1nc2nc[nH]n2c(=O)c1NC(=O)CCc1ccccc1 | -7% | -4% | -5% | -39% | u | 4
6 | O=C(COc1ccccc1Cl)Nc1ccc2c(c1)OCCO2 | -3% | 1% | -20% | -11% | u | 117
7 | CN1C(=O)[C@H]2[C@@H](/C=C/c3ccccc3)N3C(=O)CN(CCO)C(=O)[C@@]3(Cc3ccccc3)[C@H]2C1=O | -3% | 6% | 34% | 0% | -15% | 45
8 | CCOC(=O)C1C(=O)C=C(c2ccc(NS(C)(=O)=O)cc2)CC1c1ccco1 (stereo unspecified) | 7% | -4% | -7% | -4% | 3% | -39
9 | COC(=O)c1cn(NC(=O)c2cccc(F)c2)c(=O)c2ccccc12 | 2% | -15% | -23% | 0% | -13% | -11
10 | CCOc1ccccc1N(C(=O)Cn1nnnc1-c1ccc(C)o1)C(CC)C(=O)NC(C)(C)C (stereo unspecified) | -1% | -4% | 31% | -34% | -4% | -27
11 | CC(C)c1ccc(S(=O)(=O)N2CCN(C(=O)C3=COCCO3)CC2)cc1 | x | -5% | 37% | x | x | -13
12 | CCN(CC)CCN1C(=O)C(O)=C(C(C)=O)C1c1ccccc1[N+](=O)[O-] (stereo unspecified) | u | 8% | -7% | 45µM* | -10% | 47
13 | O=C(O)CNC(=O)c1ccc(NC(=O)/C(=C/c2ccccc2)NC(=O)c2ccccc2Br)cc1 | 9% | 0% | -12% | -6% | -9% | -18
14 | Cc1ccccc1-n1c(/C=C/c2ccccn2)nc2ccccc2c1=O | -9% | -9% | 35% | -3% | 4% | -102*
15 | CCC(C)c1ccc(OCc2ccc(C(=O)OC)o2)cc1 (stereo unspecified) | 3% | 32%[activator] | -3% | 18% | -9% | 16
16 | CCOC(=O)C(CC)/C(C)=N/NC(=O)c1ccc([N+](=O)[O-])cc1 (stereo unspecified) | -11% | 88%[activator] | -22% | 5% | 1% | -33
17 | O=C(CSc1n[nH]c(-c2ccncc2)n1)Nc1ccccn1 | u | -2% | x | 1% | -3% | -3
18 | COc1ccc(OCC(=O)Nc2cc(NC(=O)c3ccco3)ccc2OC)cc1 | 0% | -6% | -6% | 17% | -2% | 36
19 | O=C1CCC(C(=O)NCCN2C(=O)S/C(=C\c3cccnc3)C2=O)=NN1 | -10% | 43%[activator] | -18% | -12% | -4% | u
20 | O=C(COc1ccc(/C=N/NC(=O)c2ccc(O)cc2)cc1)Nc1cccc([N+](=O)[O-])c1 | -10% | 5% | -30% | -5% | -1% | 33
21 | CN(Cc1ccccc1)C(=O)COc1ccccc1 | 1% | -11% | -11% | -5% | -1% | 22
22 | C=CCn1c(C(C)NC(=O)CCC)nc2ccccc21 (stereo unspecified) | 4% | 3% | -9% | 0% | -4% | -62*
23 | COCCN1C(=O)C(CC(=O)Nc2ccc(C(=O)O)cc2)SC1=Nc1ccccc1 (stereo unspecified) | 2% | 1% | -9% | u | 0% | -17
24 | CSc1ccccc1C(=O)NCc1ccccc1 | 5% | -8% | -17% | 0% | 3% | -23
25 | CCn1c(=O)c2cc(C(=O)NCCc3ccc(Cl)cc3)sc2c2ccccc21 | x | x | x | -8% | 1% | 0
26 | COc1ccc(C(=O)N2CC(=O)Nc3ccc(C)cc3C2c2ccccc2)cc1 (stereo unspecified) | 7% | -5% | -11% | 10% | -3% | -33
27 | O=[N+]([O-])c1ccc(/C=N\N2CCN(c3ccc(Cl)cc3)CC2)cc1 | 1% | -2% | -11% | -25% | -7% | -32
28 | COc1ccccc1N(C)S(=O)(=O)c1ccc(C)c(C(=O)Nc2nccs2)c1 | x | 29% | -32% | -1% | u | -17
29 | CCc1cccc2c(C#N)cn(CC(=O)N3CCOCC3)c12 | -2% | -9% | -2% | 2% | -5% | 13
30 | CC(=O)c1c(C(C)=O)c(C)n(-c2nc(-c3cccs3)c(C)s2)c1C | 5% | -13% | 1% | -17% | u | -9
31 | O=C(COC(=O)CN1C(=O)c2ccccc2C1=O)NC1CCCCC1 | 13% | 0% | -4% | 16% | 6% | -22
32 | CCc1ccc(-c2nc(SCC(=O)c3c(N)n(C4CC4)c(=O)[nH]c3=O)n[nH]2)cc1 | x | -4% | -23% | -14% | -10% | 6
33 | O=C(OCCN1C(=O)c2ccccc2C1=O)c1cc(S(=O)(=O)N2CCOCC2)ccc1Cl | -6% | -6% | 59% | 1% | -9% | -1
34 | COc1cccc(-n2cc(C(=O)Nc3ccccc3C(N)=O)c3ccccc3c2=O)c1 | x | x | x | 4% | -5% | -80*
35 | O=C(NCCC1=CCCCC1)c1ccc(=O)oc1 | -1% | 0% | -16% | -31% | u | -14
36 | CC(=O)NC(CC(=O)NNC(=O)C(C)Oc1ccccc1F)c1ccccc1 (stereo unspecified) | x | 37%[activator] | -16% | 9% | -14% | -12
37 | C=CCN1c2ccccc2[C@]23C[C@@H](C(=O)OC)N=C2NC(C(=O)OC)=C(C(=O)OC)[C@H]13 | -1%[12.9 µM] | -5% | 129%[activator] | 15% | 0% | -3
38 | O=C(NC(=S)Nc1ccc(N2CCOCC2)c(Cl)c1)c1cccs1 | -15% | -19% | -37% | x | -6% | -21
39 | CCCCNC(=O)C(CC)Sc1nnc(-c2ccc(OC)c(OC)c2)c(-c2ccc(OC)c(OC)c2)n1 (stereo unspecified) | x | x | x | -3% | -5% | 17
40 | COc1cc([N+](=O)[O-])ccc1NC(=S)NC(=O)CC(C)(C)C | 0% | -1% | -22% | 2% | u | 39
41 | CCCCOc1ccc(C(=O)NCC(=O)NCc2ccncc2)cc1 | x | -18% | -5% | -3% | u | -26
42 | CC(=O)Nc1ccc(S(=O)(=O)N2CCN(S(=O)(=O)c3cccs3)CC2)cc1 | x | 12% | -1% | -4% | u | -20
43 | COc1cc2c(cc1OC)C1(C)N(CC2)C(C(C)=O)=NN1c1ccc(Cl)cc1 (stereo unspecified) | -11% | -18% | 48% | 24% | -7% | 13
44 | CC(NC(=O)c1cc2c(=O)n3ccccc3nc2n(CC2CCCO2)c1=N)c1ccccc1 (stereo unspecified) | 0% | -7% | -7% | 6% | -16% | -22
45 | Cc1cccn2c(CNC3CCCc4ccccc43)c(C(=O)N3CCOCC3)nc12 (stereo unspecified) | 0% | -6% | 51% | -1% | 0% | -27
46 | COc1ccc(CCNC(=O)CCc2cn(Cc3ccc(C)cc3)c3ccccc23)cc1OC | x | x | x | 0% | 0% | 14
47 | COc1cccc(-n2nnc(S(=O)(=O)c3ccc(C)cc3)c2N)c1 | 0% | 0% | -33% | 2% | 1% | -28
48 | O=C(NCCc1c[nH]c2ccccc12)N[C@@H](Cc1ccccc1)C(=O)O | -4% | -15% | -25% | -14% | 1% | 29
49 | C=C(C)CCOC(=O)C(CC(=O)O)NCc1ccco1 (stereo unspecified) | -23% | 14% | -18% | -34% | 4% | 0
50 | CCN(CC)CCOC(=O)C1(c2ccc(OC)c(OC)c2)CCCC1 | -1% | 3% | 43% | 4% | 9% | 24

Later entries:
no. | canonical_smiles | FBPA Giardia inh | AMA1 RON2 block | AmpC no deterg | Sm TGR inh | AmpC inh detg | HCMV antiviral
51 | Cc1ccc(Nc2nc(C(=O)N3CCC(C(=O)NCc4ccccc4)CC3)cs2)cc1 | 6% | 5% | 38% | -5% | 4% | 19
52 | O=C(Nc1ccc(Br)cc1F)c1ccc2nc(CCc3ccccc3)oc2c1 | x | x | x | -8% | -4% | 59
53 | COC(=O)Nc1cc(C(F)(F)F)ccc1N1CCN(c2ccccc2)CC1 | 0% | -2% | -18% | -4% | -10% | u
54 | CNC(=O)c1ccc(NC(=O)c2nsc3ccccc23)cc1 | x | x | x | 1% | 1% | 163
55 | O=C(CN1C(=O)NC2(CCCC2)C1=O)Nc1cc(Cl)ccc1N1CCCC1 | 14% | -19% | 21% | -2% | u | -1
56 | CC1CCCN(CCCNC(=O)c2ccc(CS(=O)(=O)Cc3cccc(Cl)c3)o2)C1 (stereo unspecified) | x | 0% | -17% | -3% | 2% | -21
57 | N#Cc1ccc(CN(c2ccncc2)S(=O)(=O)c2ccccc2)cc1 | 11% | 3% | 6% | 113%[activator] | 1% | 25
58 | CCC1S/C(=N/C(=O)NC2CCCCC2)NC1=O (stereo unspecified) | -10% | 0% | -11% | 6% | 5% | 170
59 | COc1ccc(C)cc1NC(=O)C(Cc1ccccc1)NS(=O)(=O)c1ccc(Br)s1 (stereo unspecified) | x | x | x | -5% | -4% | u
60 | Cc1cc(S(=O)(=O)Nc2ccc(C(=O)N3CC(C)OC(C)C3)cc2)ccc1F (stereo unspecified) | x | 19% | 5% | -1% | 1% | -18
61 | O=C(Nc1ccc(-c2nc3c(ccc4ccccc43)o2)cc1)c1ccco1 | 4% | -14% | -3% | 3% | -2% | -4
62 | C=CCn1c(SCc2csc(C)n2)nc2sc3c(c2c1=O)CCCC3 | 4% | -28% | 69%[activator] | 3% | 3% | -22
63 | CC(=O)Nc1cc2ccc(OC(C)=O)cc2oc1=O | 2% | 19% | -8% | u | -9% | 9
64 | O=C1C=CC(=O)N1 | x | 5% | -17% | 0.89µM* | u | u
65 | Cc1cc(C)c(C#N)c(Nc2ccc(F)cc2)n1 | 7% | -1% | -8% | -26% | -7% | 1
66 | CCOc1ccc(Cn2c(CNS(=O)(=O)c3ccc(CC)cc3)nc3cccnc32)cc1 | x | x | x | 1% | 2% | 21

Single records (already shown). Screens in order: FBPA Giardia inh, AMA1 RON2 block, AmpC no deterg, Sm TGR inh, AmpC inh detg, HCMV antiviral
C=CCn1c(SCc2csc(C)n2)nc2sc3c(c2c1=O)CCCC3 is listed as 4%, -28%, 69%[activator], 3%, 3%, -22
Cc1ccc(Nc2nc(C(=O)N3CCC(C(=O)NCc4ccccc4)CC3)cs2)cc1 is listed as 6%, 5%, 38%, -5%, 4%, 19
CC(=O)Nc1cc2ccc(OC(C)=O)cc2oc1=O is listed as 2%, 19%, -8%, u, -9%, 9
CCOc1ccc(Cn2c(CNS(=O)(=O)c3ccc(CC)cc3)nc3cccnc32)cc1 is listed as x, x, x, 1%, 2%, 21
